Bioassay records from PubChem BioAssay.
GRIN3A LBD mod: binders of NR3A ligand-binding domain, primary screen, biophysical, differential scanning fluorimetry, uHTS; Glutamate receptor ionotropic, NMDA 3A (GRIN3A) ligand-binding domain; NR3A LBD differential scanning fluorimetry, Tm shift; 0% = protein alone, 100% = glycine-bound protein; 340,000 tested, 2.5% active; Tm shift relative to glycine control, % at 25 µM;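 active = melting temperature shift of at least 10% of the positive control shift, at one fixed dose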
APJ agonist: agonists of human apelin receptor APJ, primary screen, CHO-K1 cells, PathHunter beta-arrestin, luminescence; 0% DMSO wells, 100% apelin; 330,000 tested, 0.11% active; activation, % at 20 µM; AID 2520, 2010;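 active = activation more than six SD over the plate average, tested at 20 µM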;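 also: 0% = DMSO alone and 100% = apelin-13 at 10 nM; some results filed as inactive read as strong as hits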
Target sequence (P35414 whole entry, looked up): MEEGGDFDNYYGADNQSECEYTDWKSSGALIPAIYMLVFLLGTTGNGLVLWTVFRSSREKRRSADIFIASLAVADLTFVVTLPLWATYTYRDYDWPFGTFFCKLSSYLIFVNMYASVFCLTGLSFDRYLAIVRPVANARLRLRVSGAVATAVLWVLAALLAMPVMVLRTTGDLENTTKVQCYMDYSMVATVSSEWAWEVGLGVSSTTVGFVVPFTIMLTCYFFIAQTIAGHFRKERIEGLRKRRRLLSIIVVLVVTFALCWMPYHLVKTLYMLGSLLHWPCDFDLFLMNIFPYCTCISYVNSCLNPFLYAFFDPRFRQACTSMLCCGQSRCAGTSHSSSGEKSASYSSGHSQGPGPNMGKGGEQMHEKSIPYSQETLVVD
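system = engineered CHO-K1 APJ arrestin reporter cells | input = 1000 cells per well | timing = overnight seeding, 90 min compound at 25 °C, 1 h detection | measured by = enzyme-fragment complementation luminescence | read-out = beta-arrestin recruitment to APJ as agonist activity, luminescent signal | control set = negative DMSO alone, positive Apelin-13 at 10 nM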
APJ antagonist: antagonists of human apelin receptor APJ, primary screen, CHO-K1 cells, beta-arrestin complementation, luminescence; P35414; inhibition, % at 20 µM; 330,000 tested, 0.32% active; AID 2521, 2010;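 active = inhibition above about 40% at 20 µM, limit read from the data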;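 also: cells challenged with 10 nM apelin-13 agonist together with compound; plate controls were apelin-13 plus DMSO wells for no effect and DMSO wells lacking apelin-13 for full effect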
NALP3 yeast inh: NALP3 inflammasome inhibitors in reconstituted yeast, primary screen, luminescence, uHTS; 330,000 tested, 0.39% active; AID 2825, 2010; Yeast reconstituted NLRP3/ASC/caspase-1, beta-gal luminescence, 24 h; inhibition, % at 10 µM;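 active = inhibition of 50% or more; inactive = inhibition below 50%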;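 also: plate controls were induced DMSO wells for no effect and uninduced yeast grown without galactose for full effect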
MIN6 prolif: inducers of MIN6 beta-cell proliferation, primary screen, ATP luminescence, uHTS; MIN6 cells proliferation, ATPlite luminescence, 48 h; cells starved in 0.2% serum; 100% = growth in 10% serum; AID 2380, 2010; 330,000 tested, 0.29% active; proliferation, % at 10 µM;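 active = compounds whose signal lies at least 3.5 SD above the mean of all wells on their plate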;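 also: 0% = DMSO-treated cells in low-serum medium and 100% = 10% serum control; some compounds called inactive have numbers as strong as hits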
TIM10 inh: growth inhibitors of isogenic TIM10 control yeast, primary screen, counter-screen for tim10-1 yeast inhibitor project, luminescence, uHTS | inhibition, % at 10 µM | 330,000 tested, 1.4% active | S. cerevisiae TIM10 strain growth, BacTiter-Glo luminescence, 24 h;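 active = inhibition of 40% or more at the single tested concentration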;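 also: wild-type TIM10 isogenic control strain grown at permissive 25 °C; 0% = DMSO yeast wells and 100% = minimal medium wells without yeast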
MPTP block: mitochondrial permeability transition pore inhibitors, primary screen, biochemical, isolated mouse mitochondria, absorbance; inhibition, % at 10 µM; AID 602449, 2012; Ca2+ swelling absorbance, 30 min; 360,000 tested, 1.4% active;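 active = inhibition of 50% or more, scaled per plate between neutral and stimulator controls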;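 also: 0% = DMSO wells given calcium and 100% = 1 mM EGTA wells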
tim23-1 inh: growth inhibitors of tim23-1 mutant yeast, primary screen, luminescence, uHTS; AID 463212, 2010; S. cerevisiae tim23-1 growth, BacTiter-Glo luminescence, 24 h; inhibition, % at 20 µM; 330,000 tested, 1.3% active;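 active = growth inhibition of the mutant yeast at or above 50%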;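 also: temperature-sensitive mutant grown at 25 °C; plate controls were DMSO-treated mutant yeast for no effect and medium wells lacking yeast for full effect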
tim10-1 inh: growth inhibitors of tim10-1 mutant yeast, primary screen, luminescence, uHTS; S. cerevisiae tim10-1 ts strain growth, BacTiter-Glo, 24 h; 330,000 tested, 2.2% active; AID 463190, 2010; inhibition, % at 20 µM;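 active = inhibition of at least 40%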;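 also: mutant grown at 25 °C; 0% = DMSO wells with yeast and 100% = wells holding no yeast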
The depositor's hits bear a star; x = no result given.

SMILES	GRIN3A LBD mod	APJ agonist	APJ antagonist	NALP3 yeast inh	MIN6 prolif	TIM10 inh	MPTP block	tim23-1 inh	tim10-1 inh
COc1ccc2[nH]c(C(=O)O)c(NS(=O)(=O)c3ccc(C)cc3C)c2c1	-6	-1	-1	9	-1	11	-1.2	1	1
CCCCn1c(N)c(N(CCC(C)C)C(=O)C2CC(=O)N(c3cccc(SC)c3)C2)c(=O)[nH]c1=O (centres undefined)	-3	1	7	16	-2	-1	-0.6	12	-1
CCc1ccccc1NC(=O)NC(C)c1ccc2c(c1)OCO2 (centres undefined)	1	-3	3	2	1	7	1.6	-6	-7
O=C(NCc1nnc(SCC(=O)N2CCOCC2)o1)c1cccs1	-1	-10	13	4	-4	5	0.3	14	2
CCCCC(=O)Nc1ccc(NC(=S)NC(=O)c2ccco2)cc1OC	2	-9	36	24	-1	-9	1.0	16	12
COc1ccc(CNC(=O)C2CSCCS2)cc1 (centres undefined)	0	10	5	2	-2	8	-0.8	13	19
O=S(=O)(NCCC1=CCCCC1)c1cccc(S(=O)(=O)N2CCOCC2)c1	5	1	-4	5	-2	11	-0.7	12	21
Cc1oc2c(c1C(=O)c1ccccc1)C(=O)C(=O)c1ccccc1-2	-2	9	-11	16	-4	51*	0.9	68*	56*
Cc1c(NC(=O)c2cc(-c3ccc(O)cc3)on2)c(=O)n(-c2ccccc2)n1C	0	-6	-4	-21	-1	-14	0.5	0	-1
O=C(Nc1ccccc1-c1nnc(SCc2ccccc2Cl)o1)c1ccccc1	3	-3	18	4	-4	1	5.8	16	10
COc1ccc(OC)c(S(=O)(=O)Nc2cccc(-c3ccc(N4CCCCCC4)nn3)c2)c1	-4	3	-3	2	-4	4	0.6	3	10
Cc1ccc(C(=O)O/N=C(\N)c2ccccn2)cc1	-2	4	14	19	-4	35	-1.0	38	38
Cc1c(C(=O)NC2CCN(Cc3ccccc3)C2)oc2c(Cl)cccc12 (centres undefined)	-1	0	-21	27	-3	14	63*	16	33
O=C(NC(=S)NCCCN1CCOCC1)c1ccc(Br)cc1	2	-3	-2	11	-1	-13	-0.1	2	-73
COc1ccccc1NS(=O)(=O)c1ccc(C(=O)N2CCCCCCC2)cc1	-1	-2	5	10	-2	25	-0.4	31	24

3 compounds picked at random from the list so far:
SMILES	GRIN3A LBD mod	APJ agonist	APJ antagonist	NALP3 yeast inh	MIN6 prolif	TIM10 inh	MPTP block	tim23-1 inh	tim10-1 inh
CCCCn1c(N)c(N(CCC(C)C)C(=O)C2CC(=O)N(c3cccc(SC)c3)C2)c(=O)[nH]c1=O (centres undefined)	-3	1	7	16	-2	-1	-0.6	12	-1
Cc1oc2c(c1C(=O)c1ccccc1)C(=O)C(=O)c1ccccc1-2	-2	9	-11	16	-4	51*	0.9	68*	56*
COc1ccc(CNC(=O)C2CSCCS2)cc1 (centres undefined)	0	10	5	2	-2	8	-0.8	13	19

The list continues:
SMILES	GRIN3A LBD mod	APJ agonist	APJ antagonist	NALP3 yeast inh	MIN6 prolif	TIM10 inh	MPTP block	tim23-1 inh	tim10-1 inh
Cc1cc(NC(=O)CCCSc2nc(-c3ccco3)cc(C(F)(F)F)n2)n(-c2ccccc2)n1	4	0	-11	2	-6	20	1.4	21	26
CCOC(=O)C1=C(C)Nc2ccc(C)cc2S1	-14	-5	16	18	-1	-6	1.4	18	28
O=C(COc1ccc2ccccc2c1)N1CCN(C(=O)c2cccnc2)CC1	2	2	2	3	-2	14	-1.6	15	20
Nc1nc(CN2CCN(Cc3ccc4c(c3)OCO4)CC2)nc(Nc2ccccc2)n1	-1	-4	-2	8	0	-16	-1.8	8	10
N#CN=C1CCCCCN1CC(N)=O	5	0	24	6	-1	-4	-0.4	10	4
C=CCn1c(SCC(=O)N2CCN(C(=O)c3ccco3)CC2)nc2sc(CC)cc2c1=O	-3	-2	10	15	-1	1	-1.9	3	26
COC(=O)c1ccccc1NC(=O)Nc1c(C)n(C)n(-c2ccccc2)c1=O	0	-1	20	15	0	2	0.4	-4	-18
O=C(/C=C/c1ccc(Cl)c(C(F)(F)F)c1)N1CCN(c2ccccn2)CC1	-1	-3	9	17	-3	13	1.0	16	11
COc1ccc(N(C(=O)c2ccncc2)S(=O)(=O)c2cccc([N+](=O)[O-])c2)cc1	1	8	-34	17	0	24	0.0	12	22
O=C(CN1CCN(Cc2ccccc2)CC1)Nc1ccc(Cl)cc1	1	-3	10	29	7	-6	1.3	2	11
COc1ccccc1/C=N\NC(=O)c1c(C)nc2ccc(Cl)cn12	1	5	18	14	-2	4	0.6	14	8
Cc1ccc(-n2c(=O)c3sccc3n(CC(=O)NC3CCCCC3)c2=O)cc1	-2	-7	15	23	1	15	-0.1	6	6
Cc1oc(C(C)(C)C)cc1-c1cc(NC(=O)c2ccc([N+](=O)[O-])cc2)n[nH]1	15*	7	0	27	-2	1	20	7	11
CN(Cc1cccnc1)C(=O)c1ccc(Cl)c(NS(=O)(=O)c2ccc(F)cc2)c1	4	6	-2	9	-1	8	-0.3	-3	2
COc1ccc(CNC(=O)c2ccc(N3CCC4(CC3)CC(c3ccc(Cl)cc3)=NO4)c([N+](=O)[O-])c2)cc1	-4	-3	11	7	-3	4	9.5	3	3
O=C1C(=O)c2ccccc2C([O-])=C1[n+]1ccccc1	-2	0	-11	5	0	6	-1.8	-1	-6
Cc1cc(C)cc(NS(=O)(=O)c2ccc3[nH]c(=O)[nH]c3c2)c1	1	-1	-10	15	-2	8	-0.5	32	30
Cc1ccc(C(=O)N[C@@H](C)CN2C3=NC[C@H](C)N3C[C@H]2Cc2ccc(O)cc2)cc1Br	x	0	-6	9	-4	-3	x	-13	-7
CC(C)CNC(=O)c1cc(-c2ccco2)on1	-2	-4	-12	17	-1	5	-3.9	17	6
CS(=O)(=O)N1CCN(c2ccc(NC(=O)C(c3ccccc3)c3ccccc3)cc2)CC1	-3	2	-3	16	-1	5	1.2	7	6
COC(=O)Cn1cc(C(=O)OC)cc(Br)c1=O	0	-1	-7	-9	0	2	-0.8	-3	-3
CCn1cc(C(=O)NCc2ccc3c(c2)OCO3)c(=O)c2cc(S(=O)(=O)N3CCOCC3)ccc21	1	2	-1	10	-3	8	2.0	1	-3
CCOc1cc(C2NC(=O)N(C)C(C)=C2C(=O)OC)cc(Br)c1O (centres undefined)	3	0	-3	11	-3	11	-0.3	-32	4
O=P(O)(c1ccccc1)c1ccccc1O	-3	3	3	12	2	-3	-0.8	15	9
O=C(Nc1nnc(-c2ccc(Cl)s2)o1)C1CC1	-1	-2	0	-5	3	-1	1.1	-1	-2
COc1ccc(/C=C2\SC(=O)N(CCn3cnnn3)C2=O)cc1	-1	-4	15	12	2	-8	-0.8	10	12
O=C(CCc1cccc(Cl)c1)N1CCCC(Nc2ccccc2)C1 (centres undefined)	3	-4	13	21	-6	6	-0.8	32	37
COc1cccc(CNC(=O)c2nnn(CC(=O)Nc3cccc(C)c3)c2N)c1	-2	-2	-17	-15	-3	8	-0.3	8	20
Fc1ccc(F)c(NC(=S)NCCc2ccccc2)c1	0	-2	0	36	-6	35	6.0	28	46*
CC1=NN(C(=O)CSCc2ccccc2)C(O)(c2ccc(F)cc2)C1 (centres undefined)	-3	-2	-5	6	0	-2	-1.5	20	22
N/C(=N\OC(=O)CCCOc1ccccc1)c1ccncc1	4	2	-5	6	0	-3	-1.6	13	11
COc1ccc(S(=O)(=O)NC2(C(F)(F)F)NC(=O)N(CCc3ccc(OC)c(OC)c3)C2=O)cc1 (centres undefined)	2	-4	-8	10	-1	6	-1.4	0	-12
O=C(Nc1ccccc1Sc1ccccc1)c1ccccc1F	3	-1	-3	4	-1	5	-0.4	-11	17
O=C(/C=C/c1cccnc1)c1cc(F)ccc1O	0	-3	-17	12	-4	4	0.8	18	8
CCc1cc2c(=O)c(-c3nc(C)cs3)c(CCCC(=O)O)oc2cc1O	1	-3	15	2	-2	-2	-1.6	16	6
CCc1c(C)sc(NC(=S)N2CCN(S(C)(=O)=O)CC2)c1C(=O)OC	1	-2	8	21	0	15	4.1	16	20
CC(C)c1ccc(C(C(=O)NC2CCCCC2)N(C(=O)c2ccccn2)c2cccnc2)cc1 (centres undefined)	-3	0	-1	10	1	15	-2.3	24	26
CC(C)(C)NCC(O)(c1ccc(Cl)cc1)c1ccc(Cl)cc1	-3	-4	-1	5	-4	5	3.4	-5	-1
CN1CCCC(OC(=O)c2cccc(Br)c2)C1 (centres undefined)	1	0	0	7	-3	-5	-0.6	-5	-12
C/C(=N\NC(=O)c1cc(C)oc1C)c1ccc2ccccc2c1	-28	-4	-23	24	0	-22	-0.5	10	-1
COc1ccc2no[n+]([O-])c2c1	x	9	-77	10	1	8	x	-24	12
CC1=C/C(=N\NC(=O)c2ccccc2)CC1	-1	-5	4	7	-3	5	0.4	8	13
c1ccc(-c2nc(NCc3cccnc3)c3ccccc3n2)cc1	-10	-3	19	17	5	31	-0.3	16	40
Cc1cc(NC(=O)c2ccco2)c(=O)n(Cc2cccc(C(F)(F)F)c2)c1	3	-2	6	32	2	10	-1.6	24	-18
Cc1ccc(C)c(S(=O)(=O)N2CCCC2CNC(=O)C(=O)NCc2cccs2)c1 (centres undefined)	-1	-2	11	14	3	17	-1.0	34	30
COc1ccc(C(C)=O)cc1COC(=O)CCC(=O)c1cccs1	1	-4	8	24	-2	-15	0.2	4	-1
COc1ccc(-n2c(Cc3cccn3C)nnc2SCC(=O)Nc2nc(C)cs2)cc1	-2	-5	-39	15	-1	-6	-2.9	2	11
COc1ccc(CC(=O)N2CC(=O)N(CCc3ccccc3)C(=O)C2)cc1	-1	-4	-4	7	-2	10	3.0	33	38
CCOC(=O)c1[nH]c(C)c(C(=O)Nc2cc(OC)ccc2OC)c1C	1	3	2	15	-3	36	-1.9	28	27
CCCc1cc(=O)oc2c(CN3CCOCC3)c(O)ccc12	0	-3	1	2	-2	-1	-2.5	9	1
COc1ccc(NC(=O)c2ccc(Br)o2)cc1	-2	-4	7	22	-4	4	6.5	16	-9
CSCC[C@H](N)C(=O)N1CCC(C(=O)N[C@@H](Cc2c[nH]c3ccccc23)C(=O)O)CC1	-1	-2	8	5	2	6	-0.1	11	8
Cc1ccc(C(=O)NNC(=O)CSc2n[nH]c(-c3cccnc3)n2)cc1	-1	-4	13	3	0	11	-0.7	-11	-4
COC(=O)c1cccc(NC(=O)c2ccco2)c1	1	-5	-3	6	1	11	1.1	24	2
O=C(CN1CCCCCC1)N1c2ccccc2Sc2ccc(C(F)(F)F)cc21	0	-4	39	22	-4	20	2.2	16	22
Cc1ccc(N(CCC(=O)O)S(=O)(=O)c2ccccc2)cc1	-2	2	1	-4	1	1	-1.2	5	6
Cc1cc(Cl)ccc1NC(=S)NCc1ccccc1Cl	0	1	13	23	0	36	93*	44	39
CC(Oc1ccc(Br)cc1Br)C(=O)NC1CCCC1 (centres undefined)	x	-1	-20	30	0	-4	x	24	-7
O=S(=O)(Nc1ccc(F)cc1)c1cccc2nsnc12	-3	-3	18	14	-2	3	0.7	13	4
